# ROS inducer: ROS inducers in U2OS cancer cells, primary screen, cell-based, H2DCF-DA fluorescence; U2OS ROS induction; ROS induction (% of piperlongumine), % at 10 µM; 46,000 compounds, 2% hits; in the data active = ROS induction above about 79%, passing the limit was not always enough; inconclusive = no clear call, values can overlap the other calls;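 note: 0% = DMSO vehicle median and 100% = reference compound median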
# The depositor's hits bear a star; ? = inconclusive; & = joins results of further samples. Some of the compounds tested; the hit share may differ from the screen's.
SMILES,ROS inducer
CC(C)n1cnc2c(NCc3ccccc3)nc(NCCO)nc21,2.8
O=C(c1ccccc1)c1ccc(-c2ccccc2)cc1,10.8
C[C@@H]1CN([C@@H](C)CO)C(=O)Cc2cc(NC(=O)Nc3ccccc3)ccc2O[C@@H]1CN(C)Cc1ccc(-c2ccccc2)cc1,28.4
COc1ccc([N+](=O)[O-])cc1N(CC(=O)Nc1cccc(C(F)(F)F)c1)S(C)(=O)=O,-7.6
COc1ccc(S(=O)(=O)N(C)C[C@@H]2Oc3ccc(NS(=O)(=O)c4cn(C)cn4)cc3CC(=O)N([C@H](C)CO)C[C@@H]2C)cc1,12.9
C[C@@H]1CN([C@H](C)CO)C(=O)c2cccc(NS(C)(=O)=O)c2O[C@H]1CN(C)Cc1ccc2c(c1)OCO2,-4.0
CCC(C)C(=O)OCC1(c2ccc(C)cc2OC(=O)C(C)C)CO1 (centres undefined),-2.1
C[C@H]1CN([C@@H](C)CO)C(=O)c2cccc(NC(=O)Nc3ccc(C(F)(F)F)cc3)c2O[C@@H]1CN(C)Cc1ccccc1,3.0
C[C@@H]1CN([C@@H](C)CO)C(=O)Cc2cc(NC(=O)Cc3ccccc3)ccc2O[C@@H]1CN(C)C,-13.0
CC1(C)[C@@H]2CC=C(CO[C@@H]3O[C@H](CO[C@@H]4O[C@@H](CO)[C@H](O)[C@H]4O)[C@@H](O)[C@H](O)[C@H]3O)[C@H]1C2,-0.2
Cc1ccc(-n2cc(-c3ccccc3)c3c(N4CCCC4)ncnc32)cc1,?
C[C@H](CO)N1C[C@H](C)[C@H](CN(C)S(=O)(=O)c2ccc(Cl)cc2)Oc2c(NS(=O)(=O)c3ccc(Cl)cc3)cccc2C1=O,54.9
C[C@H](CO)N1C[C@H](C)[C@@H](CN(C)Cc2ccncc2)Oc2c(NC(=O)c3cnccn3)cccc2C1=O,-0.7
Cc1cc(C(=O)Nc2cccc3c2O[C@H](CN(C)Cc2ccc(Cl)c(Cl)c2)[C@@H](C)CN([C@@H](C)CO)C3=O)n(C)n1,46.5
O=C(NCCOc1ccccc1-c1ccccc1)c1ccco1,-24.9
CCc1ccc(-n2c(=S)sc3c(=O)n(-c4ccccc4)c(SCC#N)nc32)cc1,12.5
CS(=O)(=O)N(CC(=O)Nc1ccc(Br)cc1F)c1ccccc1Cl,-4.6
C[C@@H]1CN([C@@H](C)CO)C(=O)Cc2cc(NS(=O)(=O)c3ccc(F)cc3)ccc2O[C@@H]1CN(C)Cc1ccccc1,4.6
C[C@@H]1CN([C@H](C)CO)C(=O)c2cc(NC(=O)Cc3cn(C)c4ccccc34)ccc2O[C@@H]1CN(C)Cc1ccccc1,6.4
CCOC(=O)c1c(NC(=O)CSc2nnc(C)s2)sc2c1CCCCC2,-16.6
C[C@H]1CN([C@@H](C)CO)C(=O)Cc2cc(NC(=O)C3CC3)ccc2O[C@H]1CN(C)Cc1ccc(Oc2ccccc2)cc1,13.2
C[C@H](CO)N1C[C@H](C)[C@H](CN(C)Cc2ccccc2)Oc2ccc(NC(=O)Nc3ccc(F)cc3)cc2CC1=O,20.3
C/C(=C\CC[C@@H](C)[C@H]1CC(O)[C@@]2(C)C3CC[C@H]4C(C)(C)[C@@H](O[C@@H]5OC(COC6OC(CO)C(O)C(O)C6O)C(O)C(O)C5O)CC[C@@]45C[C@@]35CC(O)[C@]12C)C(=O)OC1OC(CO)C(O)C1O (some centres undefined),-2.7
C[C@H]1CN([C@@H](C)CO)C(=O)c2cc(NS(C)(=O)=O)ccc2O[C@H]1CN(C)Cc1ccc(C(=O)Nc2ccccc2N)cc1,19.9
Cc1cc(C)c(N=c2scc(C)n2Cc2ccccc2)c(C)c1,4.6
C[C@@H]1CN([C@H](C)CO)C(=O)c2cc(NC(=O)CCC(F)(F)F)ccc2O[C@@H]1CN(C)Cc1ccc(-c2ccccc2)cc1,70.0
Cc1cc(Cl)ccc1OCCCC(=O)NC1CCSC1=O (centres undefined),-7.1
COC(=O)C[C@H]1C(C)(C)[C@H](OC(C)=O)[C@]2(O)CC3=C4CC(=O)O[C@@H](c5ccoc5)[C@]4(C)CCC3[C@@]1(C)C2=O (some centres undefined),3.1
Cc1noc(C)c1NC(=O)Nc1ccc2c(c1)C(=O)N([C@H](C)CO)C[C@@H](C)[C@@H](CN(C)Cc1ccc(C(=O)O)cc1)O2,1.2
CCCNC(=O)c1cc2c(s1)CS(=O)(=O)C2,-12.6

# Some of the entries above in a different format.
mol | ROS inducer
CCOC(=O)c1c(NC(=O)CSc2nnc(C)s2)sc2c1CCCCC2 | -16.6
COc1ccc([N+](=O)[O-])cc1N(CC(=O)Nc1cccc(C(F)(F)F)c1)S(C)(=O)=O | -7.6
C[C@H](CO)N1C[C@H](C)[C@H](CN(C)S(=O)(=O)c2ccc(Cl)cc2)Oc2c(NS(=O)(=O)c3ccc(Cl)cc3)cccc2C1=O | 54.9
C[C@H]1CN([C@@H](C)CO)C(=O)Cc2cc(NC(=O)C3CC3)ccc2O[C@H]1CN(C)Cc1ccc(Oc2ccccc2)cc1 | 13.2
C[C@@H]1CN([C@@H](C)CO)C(=O)Cc2cc(NC(=O)Nc3ccccc3)ccc2O[C@@H]1CN(C)Cc1ccc(-c2ccccc2)cc1 | 28.4
O=C(c1ccccc1)c1ccc(-c2ccccc2)cc1 | 10.8

# New compounds follow.
SMILES,ROS inducer
Cc1noc(C)c1S(=O)(=O)N(C)C[C@@H]1OCc2cn(nn2)CCCC(=O)N([C@@H](C)CO)C[C@@H]1C,7.8
COc1ccc(NC(=O)CNC(=O)c2ccccc2)cc1Cl,9.0
COc1cc(NC(=O)Cn2nc(C(F)(F)F)c(Cl)c2C)cc(OC)c1OC,-13.5
Cc1ccc(S(=O)(=O)N(CC(=O)Nc2cccnc2)c2cc(C)cc(C)c2)cc1,5.6
C[C@H](CO)N1C[C@H](C)[C@@H](CN(C)CC2CC2)Oc2ccc(NS(=O)(=O)c3cn(C)cn3)cc2C1=O,-1.7
CCOC(=O)N1CCN(C(=O)c2ccc3c(c2)ncn3C2CCCC2)CC1,53.6
Cc1ccnc(N)c1,3.3
Cc1cc(CNC(=S)Nc2ccc(S(N)(=O)=O)cc2)nn1C,-7.1
C[C@@H]1CN([C@H](C)CO)C(=O)Cc2cc(NC(=O)NC3CCCCC3)ccc2O[C@H]1CN(C)Cc1ccc(Oc2ccccc2)cc1,25.1
Cc1ccc(S(=O)(=O)N(C)C[C@H]2Oc3c(NS(=O)(=O)c4cccs4)cccc3C(=O)N([C@H](C)CO)C[C@H]2C)cc1,-9.3
COc1ccc(N(C(C)C(=O)Nc2ccc(Br)cc2)S(C)(=O)=O)cc1 (centres undefined),-5.1
COc1ccc(Cl)cc1NC(=O)CSc1nnc(-c2ccc(Br)cc2)o1,-4.0
O=C(Cc1cc(F)cc(F)c1)Nc1ccc(F)cc1,10.6
CC(C)=CCC[C@H](C)C/C=N/NC(=O)c1ccc(C(=O)NO)cc1,-14.2
CC(C)(C)c1ccc(Oc2ncccc2C(=O)O)cc1,5.5
C[C@H](CO)N1C[C@H](C)[C@H](CN(C)C(=O)NC2CCCCC2)Oc2ccc(NC(=O)Nc3ccc(C(F)(F)F)cc3)cc2C1=O,34.7
Cc1ccc(C(=NCc2ccccc2)NC#N)cc1,-6.9
Cc1c(Nc2ncccc2C(=O)O)cccc1C(F)(F)F,0.1&-7.8
COc1ccc2[nH]c3c(=O)n(CCC(=O)NC4CCCCCC4)c(=S)[nH]c3c2c1,-2.0
COc1ccc(CCNC(=O)c2ccc3nc4ccc(Cl)cc4c(=O)n3c2)cc1OC,-0.2
C[C@@H]1CN([C@H](C)CO)C(=O)c2cc(NC(=O)Cc3ccccc3)ccc2O[C@@H]1CN(C)S(=O)(=O)c1cccs1,2.0
COCCCNC(=O)[C@]1(Cc2ccccc2N=[N+]=[N-])N=C(c2ccc(OCCCO)cc2)O[C@@H]1c1ccccc1,4.2
COc1ccc(C)cc1NC(=O)NCCCN1CCN(c2ccccc2C)CC1,59.4
C[C@@H]1CN([C@H](C)CO)C(=O)c2cccc(N(C)C)c2O[C@H]1CN(C)C(=O)Nc1ccc2c(c1)OCO2,-7.1
CN(CC(=O)Nc1ccc(C(N)=O)cc1)S(=O)(=O)c1ccc2ccccc2c1,3.0
C=CC1c2cc(O)c(OC)cc2CCN1Cc1cccc(OC(F)(F)F)c1 (centres undefined),17.4
C[C@H]1CN([C@@H](C)CO)C(=O)Cc2cc(NC(=O)CCC(F)(F)F)ccc2O[C@@H]1CN(C)Cc1ccncc1,-0.7
C[C@H]1CN([C@@H](C)CO)C(=O)c2cccc(NC(=O)c3ccncc3)c2O[C@@H]1CN(C)C(=O)Nc1ccc(F)cc1,-2.5
COc1ccc2[nH]c3c(=O)n(CC(=O)N(C)Cc4ccccc4)c(=S)[nH]c3c2c1,0.9
N#Cc1ccccc1CSc1nnc(-c2ccc([N+](=O)[O-])cc2)n1-c1ccccc1,11.6
C[C@H](CO)N1C[C@H](C)[C@@H](CN(C)C(=O)Nc2ccc(F)cc2)Oc2c(NC(=O)Nc3ccc(C(F)(F)F)cc3)cccc2C1=O,-17.9
COc1cc(OC)c2nc(C)c3c(c2c1)CN(C(=O)Nc1ccccc1)C3,-13.4
COc1ccc(CN(C)C[C@@H]2Oc3ccc(NC(=O)c4ccncc4)cc3CC(=O)N([C@H](C)CO)C[C@H]2C)cc1,5.2
O=C(NO)c1cccc(C(=O)N/N=C/c2cc(Br)cs2)c1,-1.7
Cc1noc(C)c1NC(=O)Nc1ccc2c(c1)C(=O)N([C@H](C)CO)C[C@H](C)[C@@H](CN(C)Cc1ccc(Cl)c(Cl)c1)OCCCC[C@@H](C)O2,10.4
COc1ccc(OC(=O)N(C)C[C@@H]2OCc3cn(nn3)CCCC(=O)N([C@@H](C)CO)C[C@H]2C)cc1,-2.7
COc1cc(Br)cc(/C=N/NC(=O)CCCCCC(=O)O)c1O,2.7
Cc1cc(-c2ccccc2)nc(SCC(=O)Nc2ccc(OC(F)F)cc2)n1,3.4
C[C@@H]1CN([C@H](C)CO)C(=O)Cc2cc(NC(=O)CCC(F)(F)F)ccc2O[C@H]1CN(C)C(=O)NC1CCCCC1,-3.0
C[C@@H]1CN([C@H](C)CO)C(=O)c2cccc(NC(=O)C3CCCCC3)c2O[C@H]1CN(C)S(C)(=O)=O,-4.0
C[C@H]1CN([C@@H](C)CO)C(=O)c2cc(NS(=O)(=O)c3cn(C)cn3)ccc2O[C@@H]1CN(C)Cc1ccc(C(=O)Nc2ccccc2N)cc1,-3.9
COc1ccc(S(=O)(=O)N(C)C[C@H]2Oc3ccc(NC(=O)Cc4cn(C)c5ccccc45)cc3CC(=O)N([C@H](C)CO)C[C@H]2C)cc1,52.2
CCn1nccc1C(=O)Nc1cc(Cl)ccc1Cl,-1.3
C[C@H](CO)N1C[C@H](C)[C@H](CN(C)Cc2ccncc2)Oc2c(NS(C)(=O)=O)cccc2C1=O,-10.8
CC(C)(CCO[C@@H]1O[C@H](CO[C@@H]2OC[C@@H](O)[C@H](O)[C@H]2O)[C@@H](O)[C@H](O)[C@H]1O)C[C@@H]1C(C(=O)O)=CC[C@]2(C(=O)O)C1=CCC1[C@@]3(C)CC[C@H](O[C@@H]4O[C@H](CO[C@@H]5O[C@H](CO)[C@@H](O)[C@H](O)[C@H]5O)[C@@H](O)[C@H](O)[C@H]4O)C(C)(C)C3CC[C@]12C (some centres undefined),43.4
Cc1cc(C)c(NC(=O)CN(C)S(=O)(=O)c2ccc(F)cc2)c(C)c1,-11.8
CC(C)NC(=O)Nc1ccc2c(c1)C(=O)N([C@H](C)CO)C[C@@H](C)[C@@H](CN(C)C)O2,-1.1
Cc1noc(C)c1S(=O)(=O)Nc1ccc2c(c1)C(=O)N([C@H](C)CO)C[C@H](C)[C@@H](CN(C)Cc1ccc3c(c1)OCO3)O2,4.3
C[C@@H]1CN([C@@H](C)CO)C(=O)c2cccc(NC(=O)c3ccc(-c4nccs4)cc3)c2O[C@H]1CN(C)C(=O)Nc1ccc(F)cc1,-2.5
C[C@H](CO)N1C[C@H](C)[C@H](CN(C)Cc2ccc(Cl)c(Cl)c2)Oc2ccc(N(C)C)cc2CC1=O,-10.9
O=C(CSc1nnc2c(n1)[nH]c1ccccc12)Nc1cccc(C(F)(F)F)c1,21.4
C[C@@H]1CN([C@@H](C)CO)C(=O)CCCn2nncc2CO[C@H]1CN(C)Cc1cccnc1,-8.5
Cc1noc(C)c1NC(=O)Nc1cccc2c1O[C@@H](CN(C)Cc1ccccc1)[C@@H](C)CN([C@@H](C)CO)C2=O,-8.5
C[C@@H]1CCCCO[C@H](CN(C)CC2CCCCC2)[C@@H](C)CN([C@H](C)CO)C(=O)c2cc(NC(=O)CCCN(C)C)ccc2O1,1.1
C[C@H]1CN([C@@H](C)CO)C(=O)c2cc(NC(=O)Nc3cccc4ccccc34)ccc2O[C@H]1CN(C)C,-4.0
C[C@@H]1CN([C@@H](C)CO)C(=O)c2cc(NC(=O)Cc3ccccc3)ccc2O[C@H]1CN(C)Cc1ccccc1,-5.1
COc1ccc(C(=O)Nc2ccc(CN3C(=O)[C@]4(O[C@H](CC(=O)N5Cc6ccccc6C[C@H]5CO)[C@@H]([Si](C)(C)c5ccc(OC)cc5)[C@@H]4C)c4ccccc43)cc2)cc1,34.8
C[C@@H]1CN([C@@H](C)CO)C(=O)Cc2cc(NS(=O)(=O)c3cn(C)cn3)ccc2O[C@@H]1CN(C)C(=O)Nc1ccccc1,-14.0
C[C@H]1CN([C@@H](C)CO)C(=O)c2cc(NC(=O)C3CC3)ccc2O[C@@H]1CN(C)S(C)(=O)=O,9.2
CN(C)/C=C1\N=C(SCc2c(Cl)cccc2Cl)NC1=O,-10.9
COc1ccc(S(=O)(=O)N(C)C[C@H]2Oc3c(NC(=O)Nc4cccc5ccccc45)cccc3C(=O)N([C@H](C)CO)C[C@@H]2C)cc1,6.8

# Part of the list above, bar-delimited:
molecule | ROS inducer
C[C@H]1CN([C@@H](C)CO)C(=O)Cc2cc(NC(=O)C3CC3)ccc2O[C@H]1CN(C)Cc1ccc(Oc2ccccc2)cc1 | 13.2
C[C@H](CO)N1C[C@H](C)[C@H](CN(C)Cc2ccccc2)Oc2ccc(NC(=O)Nc3ccc(F)cc3)cc2CC1=O | 20.3
C/C(=C\CC[C@@H](C)[C@H]1CC(O)[C@@]2(C)C3CC[C@H]4C(C)(C)[C@@H](O[C@@H]5OC(COC6OC(CO)C(O)C(O)C6O)C(O)C(O)C5O)CC[C@@]45C[C@@]35CC(O)[C@]12C)C(=O)OC1OC(CO)C(O)C1O (some centres undefined) | -2.7

# Source: PubChem BioAssay (Broad Institute)
